Source: PubChem
AMA1 RON2 block: disrupts binding of P. falciparum AMA1 to RON2; AlphaScreen AMA1-biotinylated RON2 peptide binding; Potency, µM (top dose mostly 58.2 µM), inactives show at the top dose activity change, negative = inhibition, usual class: inhibitors; hit rate 0.2% among 360,000; AID 720542;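 also: potency is read from the fitted curve at half-maximal effect; 0% = vehicle wells and -100% = peptide control; nearly all actives have a fitted effect of over 45% in size; some results filed as inactive show a strong effect at the top dose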
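AMA1 (3D7) with his tag at 25 nM final met compounds first, then biotinylated RON2 peptide at 25 nM; detection used donor plus acceptor beads, 10 µg/mL apiece, read by AlphaScreen after 30 min at room temperature.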
Sm TGR block: blocks Schistosoma mansoni thioredoxin glutathione reductase. Q962Y6. purified TGR, DTNB reduction, TNB absorbance 405 nm. Potency, µM (highest dose often 114 µM), inactives show at the top dose activity change, negative = inhibition, actives largely listed as inhibitors. hit rate 3% among 360,000. AID 485364; also: potency is read from the fitted curve at half-maximal effect; nearly all actives have a fitted effect of over 60% in size
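Kinetic colorimetric format: TGR-catalysed, NADPH-driven DTNB reduction monitored via TNB absorbance. Enzyme dispensed at 20 nM; compound exposure 15 min at room temperature before reaction start.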
AmpC inh detg: AmpC beta-lactamase inhibition with detergent present; P00811; Potency, µM (top dose mostly 114 µM), for inactives: top-dose activity change, negative = inhibition, hits mostly inhibitors; AmpC hydrolysis of nitrocefin, absorbance 480 nm, 0.01% Triton; AID 485294; hit rate 0.041% among 370,000;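 also: potency is read from the fitted curve at half-maximal effect; 0% = no-compound wells and -100% = no-enzyme wells; nearly all actives have a fitted effect of over 25% in size; some results filed as inactive show a strong effect at the top dose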
Target sequence (P00811 whole entry, looked up): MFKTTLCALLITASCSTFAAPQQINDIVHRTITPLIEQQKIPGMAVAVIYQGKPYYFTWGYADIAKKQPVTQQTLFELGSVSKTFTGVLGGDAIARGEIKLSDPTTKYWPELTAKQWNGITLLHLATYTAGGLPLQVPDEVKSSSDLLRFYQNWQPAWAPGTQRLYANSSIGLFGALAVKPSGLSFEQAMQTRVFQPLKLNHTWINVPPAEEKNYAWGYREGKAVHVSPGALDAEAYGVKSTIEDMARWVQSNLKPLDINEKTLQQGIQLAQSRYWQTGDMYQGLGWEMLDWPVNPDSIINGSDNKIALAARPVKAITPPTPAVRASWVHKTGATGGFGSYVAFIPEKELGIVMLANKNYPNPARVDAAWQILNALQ
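20 mM phosphate pH 7.0 + 0.01% (detergent screen) or 0.0001% Triton X-100; 5.3 nM AmpC reagent; cpd preinc 15 min RT; nitrocefin (800 uM stock) to start; A480 q20 s × 4 min; Activity was normalised to no-enzyme and no-compound control wells.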
HCMV antiviral: human cytomegalovirus inhibition; HFF cells, HCMV-luciferase reporter, 72 h; hits give low values; activity change, negative = inhibition, % at 57.5 µM; hit rate 4.5% among 410,000; AID 1259415; in the data active = activity change below about -60%; inconclusive = no clear call, values can overlap the other calls; inactive = above about -39%
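Two compound doses tested in HFFs infected with HCMV-luciferase, MOI 1 PFU/cell, 72 h at 37C. Lysate luminescence read with OneGlo; data normalized against buffer-only and 10uM Salinomycin inhibitor controls.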
Giardia FBPA inh: blocks Giardia fructose-bisphosphate aldolase activity. A8B2U2. purified Giardia FBPA. Potency, µM (top dose mostly 59.6 µM), for the others: top-dose activity, negative = inhibition, actives largely listed as inhibitors. hit rate 0.71% among 290,000; also: potency is read from the fitted curve at half-maximal effect; nearly all actives have a fitted effect of over 55% in size
Target sequence (A8B2U2 whole entry, looked up): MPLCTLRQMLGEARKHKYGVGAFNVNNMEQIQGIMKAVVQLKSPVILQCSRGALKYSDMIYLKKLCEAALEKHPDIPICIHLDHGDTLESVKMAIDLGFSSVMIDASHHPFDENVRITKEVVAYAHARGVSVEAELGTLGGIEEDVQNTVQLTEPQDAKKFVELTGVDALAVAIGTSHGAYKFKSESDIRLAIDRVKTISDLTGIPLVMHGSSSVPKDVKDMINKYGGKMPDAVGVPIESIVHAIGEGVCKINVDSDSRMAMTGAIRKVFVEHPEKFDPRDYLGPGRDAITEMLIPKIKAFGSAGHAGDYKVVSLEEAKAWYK
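40 nM FBPA preincubated 10 min at RT with compound (up to 57.5 uM final), then substrate plus GAPDH/TPI/NAD/arsenate coupling and diaphorase/resazurin added. Fluorescence read after 20 min at RT, 525/598 nm.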
HCV inh: blocks hepatitis C virus; Huh7.5.1 HCVcc-Cre infection, luciferase reporter, 44 h; hit rate 3.4% among 340,000; Potency, µM (series often up to 41.8 µM), for inactives: at the highest dose activity change, negative = inhibition, usual class: inhibitors; AID 651820; also: potency is read from the fitted curve at half-maximal effect
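Cells (1,000/well) were plated 4 h before compound, then infected with HCVcc-Cre virus (~0.5 moi). After 44 h further culture, infection was read as luciferase luminescence following a 15 min substrate incubation at room temperature.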
* = called active by the depositor; ? = inconclusive; / = no result given; & = joins results of further samples; [ ] = another dose, or the depositor's remark. Unless noted, calls follow the shape of the dose curve; as a rule, active = well fitted curve in the direction sought with a large enough effect; inconclusive = small, poorly fitted or top-dose-only effect, or another doubt; inactive = no such curve, though single readings can be large; an effect the other way counts as inactive or inconclusive. Unless noted, % is scaled to controls: 0 for no effect and ±100 for the full control effect.

SMILES	AMA1 RON2 block	Sm TGR block	AmpC inh detg	HCMV antiviral	Giardia FBPA inh	HCV inh
NC(=O)C1CCN(c2oc(/C=C/c3ccccc3)nc2S(=O)(=O)c2ccccc2)CC1	0%	?	?	-39	-3%	-4%
O=C(CSc1nnc(-c2ccccn2)n1Cc1ccco1)c1ccc(-c2ccccc2)cc1	50%[activator]	?	?	37	-6%	?
COc1cccc(CCNC(=O)c2ccc(Cn3c(SCc4ccccc4)nc4cccnc43)cc2)c1	/	1%	-7%	35	/	/
CC1CCCCC1NC(=O)COC(=O)c1ccc2ccccc2n1 (centres undefined)	-6%	-1%	12%	16	2%	8%
CCC(=O)N1CCCc2cc(S(=O)(=O)N3CCC(C(=O)Nc4ccc(C#N)cc4)CC3)ccc21	/	-12%	0%	0	/	/
CC(C)N1CCN(c2ccc(S(=O)(=O)N3CCOCC3)cn2)CC1	-8%	-10%	-12%	-22	/	11%
COc1ccccc1NC(=O)C1C2C=CC(O2)C1C(=O)O (centres undefined)	/	40µM*	-3%	/	-14%	/
O=C(O)CC(NC(=O)c1sc2ccccc2c1Cl)c1ccc(OC2CCCC2)cc1 (centres undefined)	27%	-19%	2%	-28	?	9%
CCC1=Nc2cc(C(=O)NCCN3CCOCC3)ccc2Sc2ccccc21	13%	-14%	2%	0	-11%	-4%
O=C(NC1CCN(Cc2ccccc2)CC1)c1c(Cl)cccc1Cl	-1%	8%	7%	/	-2%	9%
COc1ccc(N2C(=O)C3CCCN3C2c2cccc(C)c2)cc1 (centres undefined)	-7%	-2%	?	6	3%	5%
CC(OC(=O)c1ccc(S(=O)(=O)N(C)C)cc1)C(=O)Nc1ccc(Cl)cn1 (centres undefined)	-3%	-4%	2%	35	-1%	4%
Cc1ccc(CSCCNC(=O)c2ccccc2)cc1	-9%	3%	?	?	-1%	-1%
CCN1CC=C2C(C#N)=C(N)C(C#N)(C#N)C(CCc3ccccc3)C2C1 (centres undefined)	0%	28µM*	?	58	?	-2%
CCN1CCCC1CNC(=O)C(NC(=O)C1CCC(C)CC1)C(C)C (centres undefined)	4%	9%	-15%	26	-5%	14%
Cc1ccc(NC(=O)C2CCCN(C(=O)c3ccc(Cl)cc3)C2)cc1C (centres undefined)	11%	3%	-4%	72	-3%	?
CCOC(=O)C1(Cc2ccccc2)CCN(Cc2cccn2-c2nccs2)CC1	?	8%[57.1 µM]	2%	-28	0%	?
CCOC(=O)CNC(=O)c1cn(CC(C)C)c(=O)c2cc(OC)c(OC)cc12	6%	-1%	?	13	-1%	-19%
C/C=C\C=C\C(=O)N1CC2(CC(c3cccc(NC(=O)/C(C)=C\C)c3)=NO2)C[C@H]1C(N)=O (some centres undefined)	3%	7.9µM*	-6%	-24	-17%	-19%
O=C(c1nnc(Cc2ccc(Cl)cc2)o1)N1CCc2ccccc2C1	69%[activator]	-13%	?	-7	-5%	7%[8.37 µM]
Cc1ccc(CC(=O)Nc2nccs2)cc1	-13%	-23%	3%	-67*	1%	4%
Cc1ccc(C(=O)NC(C)c2ccc(S(N)(=O)=O)cc2)s1 (centres undefined)	15%	-1%	-9%	-14	-5%	-4%
NS(=O)(=O)c1ccc(-c2ccc(C=C3C(=O)NC(=S)NC3=O)o2)cc1	/	2.2µM*	-12%	6	?	/
O=C(CCN1C(=O)c2ccccc2C1=O)Nc1ccc(-c2nc3ccccc3s2)cc1	35%[activator]	5%	1%	129	2%	4%

Structures shown so far that contain a thiophene ring, fused or not (2):
SMILES	AMA1 RON2 block	Sm TGR block	AmpC inh detg	HCMV antiviral	Giardia FBPA inh	HCV inh
O=C(O)CC(NC(=O)c1sc2ccccc2c1Cl)c1ccc(OC2CCCC2)cc1 (centres undefined)	27%	-19%	2%	-28	?	9%
Cc1ccc(C(=O)NC(C)c2ccc(S(N)(=O)=O)cc2)s1 (centres undefined)	15%	-1%	-9%	-14	-5%	-4%

Next results follow.
SMILES	AMA1 RON2 block	Sm TGR block	AmpC inh detg	HCMV antiviral	Giardia FBPA inh	HCV inh
Cc1ccccc1-c1nnn(CC(=O)NCc2ccc3c(c2)OCO3)n1	-4%	-26%	-11%	39	7%	9%
CCOc1ccc(/C(O)=C2/C(=O)C(=O)N(c3ccccn3)C2c2ccc(C)cc2)c(C)c1 (centres undefined)	5%	7%	-1%	-28	5%	12%
COc1ccc(C)cc1NC(=O)C(OC(=O)C1=NNC(=O)CC1)c1ccccc1 (centres undefined)	-8%	/	/	34	/	?
O=C(CCCOc1ccc(Cl)cc1)N1CCOCC1	8%	-15%	-9%	32	-1%	18%
CCOC(=O)C(Cc1nc(OCc2ccccc2)cc(OCc2ccccc2)n1)=NO	0%	/	/	-14	/	0%
COc1ccc(C(=O)N/N=C/c2ccc(OC)c(OS(=O)(=O)c3ccccc3)c2)cc1	-4%	-2%	-7%	?	-4%	10µM*
CCCN(CC(=O)Nc1ccc(F)c(F)c1F)C(=O)Cc1ccc(OC)c(S(=O)(=O)N2CCOCC2)c1	75%[activator]	/	/	21	/	-16%
CCOC(=O)c1c(NC(=O)CSc2nnc(C)s2)sc2c1CCC(C)C2 (centres undefined)	-10%	2%	1%	-12	9%	11µM*
CCN(CC)C(=O)c1c(-c2ccccc2)oc2ccc(O)cc12	-2%	-4%	1%	11	-9%	-14%
O=C(Cc1cccs1)Nc1nc2c(s1)CCCC2	-2%	-10%	2%	-73*	18%	?
CCCCc1cc(=O)oc2cc(C)cc(OCC(=O)Nc3ccccn3)c12	6%	-1%	2%	0	13%	?
Cc1ccc(C(=O)CSc2cc(C)[nH]c(=O)n2)cc1	20%	35%	?	82	/	17%
Cc1ccc(CNCC(=O)Nc2ccc(N3CCOCC3)cc2)cc1	-7%	5%	-8%	6	?	-5%
CCCC1=NN(C(=O)Cc2ccc(OC)c(OC)c2)C(O)(C(F)(F)F)C1 (centres undefined)	26%	2%	0%	32	3%	1%
Cc1ccccc1NC(=O)Cn1c(=O)oc2cc(Br)ccc21	/	8%	11%	-16	/	/
CSc1ccc(S(=O)(=O)N2CCC(C(=O)NCCc3ccccc3)CC2)cc1	5%	-26%	?	12	10%	-7%
CC1=C(C#N)C(NC(=O)c2cccc(Cl)c2)(C(F)(F)F)C(=O)N1 (centres undefined)	7%	1%&-7%	-3%&-7%	12&-26	-1%	-12%
CCOc1ccc(NC(=O)c2cccc3c2C(=O)N(CC2CCCO2)C3)cc1 (centres undefined)	-5%	0%	-6%	24	-3%	2%
COc1cc(C(=O)NC(C)C2CC3CCC2C3)ccc1OC(F)F (centres undefined)	-5%[11.6 µM]	?	3%	19	/	?
COc1ccc([C@@H]2[C@@H]3C(=O)N(C(C)(C)C)C(=O)[C@@H]3[C@]3(Cc4ccccc4)C(=O)N(c4cccc(Br)c4)C(=O)N23)cc1	13%	?	3%	?	/	-4%
COc1cc(-c2nc(S(=O)(=O)c3ccc(C)cc3)c(N(C)C)o2)cc(OC)c1OC	-6%	18µM*	2%	86	-18%	?
COC(=O)c1sc2ccccc2c1NC(=O)c1ccc(S(=O)(=O)N2CCCC(C)C2)cc1 (centres undefined)	-4%	-14%	?	-33	0%	?
O=C(C[n+]1cccc(CNC(=O)c2ccc(OC(F)F)cc2)c1)Nc1ccc(SC(F)F)cc1	0%	-17%	-2%	40	5%	?
COc1ccccc1Nc1ncccc1[N+](=O)[O-]	?	-5%	1%	10	6%	?
CC1(C(=O)NNC(=O)c2cccc([N+](=O)[O-])c2)CC1(Br)Br (centres undefined)	60%[activator]	-1%	-1%	0	?	-5%
Cn1ccnc1C(=O)C1CCCN(Cc2cn[nH]c2-c2ccc(-c3ccccc3)cc2)C1 (centres undefined)	-11%	/	5%	-15	0%	-7%
CC1CN(C(=O)c2ccc(COCC(F)(F)F)o2)CC(C)O1 (centres undefined)	0%	-33%	-1%	56	1%	4%
COc1ccc(CN(Cc2ccc(OC)cc2)C(=O)c2cccs2)cc1	23%	15%	1%	0	21%	-4%
O=C(N/N=C/c1cc(Br)ccc1O)C(=O)Nc1ccccc1OC(F)(F)C(F)F	34%[activator]	4%	3%	-105*	11%	?
O=C(O/N=C1/CCCc2occc21)c1ccc(Cl)cc1Cl	-9%	-3%	-1%	-37	-8%	6%
CCCCn1c(N)c(N(CCOC)C(=O)c2ccc(COc3ccccc3)o2)c(=O)[nH]c1=O	20%	-8%	0%	-3	/	6%
N#Cc1sc2nc3c(cc2c1N)CCCC3	20%[11.6 µM]	-6%	-15%	-64*	0%	1%
Cc1onc(-c2c(Cl)cccc2Cl)c1C(=O)OCC(=O)c1ccccc1	7%	5%	3%	33	-5%	?
COc1ccccc1Nc1nc(Cl)nc(Nc2ccccc2OC)n1	-8%	7%	?	51	-1%	13µM*
O=C(c1ccccc1)N1CCN(C2CCCCC2)CC1	-4%	2%	-4%	-26	-7%	3%
Cc1cccc(C)c1NC(=O)COn1nnc2ccc(C(F)(F)F)cc21	-14%	12%	1%	12	3%	0%

Pulled one by one from the list above:
SMILES	AMA1 RON2 block	Sm TGR block	AmpC inh detg	HCMV antiviral	Giardia FBPA inh	HCV inh
CCCCn1c(N)c(N(CCOC)C(=O)c2ccc(COc3ccccc3)o2)c(=O)[nH]c1=O	20%	-8%	0%	-3	/	6%
Cn1ccnc1C(=O)C1CCCN(Cc2cn[nH]c2-c2ccc(-c3ccccc3)cc2)C1 (centres undefined)	-11%	/	5%	-15	0%	-7%

Among those listed so far, 2 contain a nitro group on carbon:
SMILES	AMA1 RON2 block	Sm TGR block	AmpC inh detg	HCMV antiviral	Giardia FBPA inh	HCV inh
COc1ccccc1Nc1ncccc1[N+](=O)[O-]	?	-5%	1%	10	6%	?
CC1(C(=O)NNC(=O)c2cccc([N+](=O)[O-])c2)CC1(Br)Br (centres undefined)	60%[activator]	-1%	-1%	0	?	-5%

Remaining list, next part
SMILES	AMA1 RON2 block	Sm TGR block	AmpC inh detg	HCMV antiviral	Giardia FBPA inh	HCV inh
COc1cccc(N(CC(=O)NC2CCCC2)C(=O)Cn2nnc(-c3ccc(C)o3)n2)c1	8%	-5%	-7%	3	10%	17%
O=C(c1noc2c1CCCC2)N1CCN(Cc2ccccc2)CC1	3%	0%	?	16	10%	-22%
CC(C)(C)OC(=O)C[C@H]1C/C=C\C[C@H](CC(=O)NCCO)C(=O)NCCOC1=O	5%	/	/	-18	/	-9%
COc1ccc(C)cc1Nc1n[n+](-c2ccccc2)c(-c2ccc(SC)cc2)s1	-13%	14%	-1%	-26	?	?
COc1ccc(OC)c(-n2c(CN3CCC(C(N)=O)CC3)nc3ccccc3c2=O)c1	4%	?	9%	20	?	15%
CCOC(=O)C1=C(C)N=C2SC(C)C(=O)N2C1c1cccc(F)c1 (centres undefined)	19%	?	-9%	37	-8%	-15%
CCN(C(=O)COC(=O)c1[nH]c(=O)[nH]c(=O)c1N)c1ccccc1	20%	0%	2%	-29	0%	3%
COc1ccccc1CNC(=O)COC(=O)[C@H](Cc1c[nH]c2ccccc12)NC(=O)c1cccs1	?	6%	?	-6	-3%	21%
COc1ccc(/C=C2/Sc3ccc(C(=O)NCCCN4CCOCC4)cc3NC2=O)cc1OC	-15%	-5%	5%	98	2%	7.9µM*
COCc1cc(C)nc2sc(C(=O)Nc3ccc(C(C)=O)cc3)c(N)c12	/	-1%	-7%	21	/	/
